# Screening data: PubChem, several laboratories
# OX1R antag-1 = blocks the human orexin 1 receptor | AID 434989 | CHO/OX1R cells, Fluo-8 calcium fluorescence, orexin A | O43613 | 330,000 tested, 0.43% active | inhibition, % at 5 µM;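 active means inhibition above its plate's threshold, mean inhibition of all tested compounds on the plate plus 3 SD, cut at about 37% in these data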;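 further: 0% = orexin A challenge wells and 100% = SB-334867-A antagonist wells; not every result past the cut was called active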
# Target sequence (O43613 whole entry, looked up): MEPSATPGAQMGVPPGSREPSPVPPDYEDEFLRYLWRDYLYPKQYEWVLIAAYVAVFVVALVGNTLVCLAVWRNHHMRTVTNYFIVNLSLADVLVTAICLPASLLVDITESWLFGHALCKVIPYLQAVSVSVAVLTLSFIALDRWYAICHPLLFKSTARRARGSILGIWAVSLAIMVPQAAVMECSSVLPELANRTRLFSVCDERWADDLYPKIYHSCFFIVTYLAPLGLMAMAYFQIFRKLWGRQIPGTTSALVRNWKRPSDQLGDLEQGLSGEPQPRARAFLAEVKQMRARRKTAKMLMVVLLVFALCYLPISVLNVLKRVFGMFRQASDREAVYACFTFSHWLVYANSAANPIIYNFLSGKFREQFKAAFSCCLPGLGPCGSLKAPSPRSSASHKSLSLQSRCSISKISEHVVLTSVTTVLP
# CHT allo act = allosterically activates the human high affinity choline transporter | 310,000 tested, 0.49% active | B-score at 10 µM | CHT-expressing cells, membrane potential dye, choline EC20; active compounds read high; LV-AA mutant CHT in HEK293 cells;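 active means initial fluorescence not abnormally high and integrated response B-score, plate-corrected, over 3 SD above library mean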
# Target sequence (Q9GZV3 whole entry, looked up): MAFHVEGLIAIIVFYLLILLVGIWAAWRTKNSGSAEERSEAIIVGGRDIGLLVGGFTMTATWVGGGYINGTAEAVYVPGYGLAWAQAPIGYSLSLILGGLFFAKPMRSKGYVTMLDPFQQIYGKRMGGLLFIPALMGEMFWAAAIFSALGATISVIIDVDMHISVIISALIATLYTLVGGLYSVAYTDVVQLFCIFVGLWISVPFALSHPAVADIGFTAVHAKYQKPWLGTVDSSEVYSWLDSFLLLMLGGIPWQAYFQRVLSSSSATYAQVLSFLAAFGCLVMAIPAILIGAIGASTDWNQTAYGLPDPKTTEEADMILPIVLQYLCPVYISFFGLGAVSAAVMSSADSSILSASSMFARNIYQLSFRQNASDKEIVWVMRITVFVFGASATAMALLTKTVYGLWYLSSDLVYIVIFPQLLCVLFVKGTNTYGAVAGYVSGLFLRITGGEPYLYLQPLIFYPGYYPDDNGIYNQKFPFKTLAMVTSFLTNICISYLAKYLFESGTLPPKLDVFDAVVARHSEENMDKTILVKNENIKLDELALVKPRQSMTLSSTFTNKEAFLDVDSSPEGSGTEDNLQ
# OX1R antag-2 = blocks the human orexin 1 receptor; O43613; OX1R-expressing cells, FRET antagonist read-out; inhibition, % at 6.6 µM; 330,000 tested, 1.8% active; AID 485270; in the data active means inhibition mostly above about 38%, no sharp cut-off; inactive means mostly below about 40%;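 further: 0% = agonist challenge alone and 100% = reference antagonist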
# The depositor's hits bear a star; i = inactive; x = no result given; & = joins results of further samples; ! = not active in a repeat. Hits appear at their usual frequency. Share with any hit: about 2.5%.
SMILES,OX1R antag-1,CHT allo act,OX1R antag-2
Cc1ccccc1N(CC(=O)NCc1ccc2c(c1)OCO2)C(=O)C1CSC(=O)C1 (centres undefined),-20,i,13
CC(=O)c1ccc(NC(=O)Nc2ccc(NS(=O)(=O)c3ccc(C)cc3)cc2)cc1,24,i,10
Cc1nc2cc(C(F)(F)F)ccc2n1C1CCN(CC(=O)N2CCOCC2)CC1,-21,i,6
CC(C)(CN1CCCC1)NS(=O)(=O)c1ccccc1,-3,i,-2
COc1ccc(CN(C(=O)c2oc3cc(C)c(C)cc3c2C)C2CCS(=O)(=O)C2)cc1OC (centres undefined),-21,i,17
Brc1ccc(-c2nnc3ccc(N4CCN(c5ccccc5)CC4)nn23)cc1,-20,i,0
CC1CCCCN1C(=O)COC(=O)c1ccc(N2CCCC2=O)cc1 (centres undefined),-2,x,7
COC(=O)C1=C(C(=O)OC)[C@@H]2N(C)c3ccccc3[C@@]23C[C@@H](C(=O)OC)N(C(=O)c2ccco2)C3=N1,-10,i,31
Cc1nc2cc(NS(=O)(=O)c3ccccc3)ccc2n1C,-23,i,9
COc1cc(CN2CCN(Cc3cccc(OC)c3OC)CC2)cc(OC)c1,-20,i,6
CCCCCCCCNc1nc(Cl)nc(NCCN2CCOCC2)n1,-21,i,8
CC(C)Cn1c(SCC(=O)Nc2cccnc2Cl)nnc1-c1ccco1,-34,x,5
Cc1ccc2nc(Cl)c(/C=N/n3c(C)nnc3C)cc2c1,-21,8*,13
O=C(CCl)N1c2ccccc2SCC1c1ccccc1 (centres undefined),-3,i,4
Cn1c(/C=N/O)nc2ccccc21,6,i,5
CCCc1[nH]nc2c1C(c1ccc(OC)c(Cn3nnc4ccccc43)c1)C(C#N)=C(N)O2 (centres undefined),-17,i,9
CCOc1ccc2[nH]c(C)c(CN3CCCCCC3)c(=O)c2c1,-4,i,8
C[C@H](NC(=O)COc1ccc(Cl)cc1)C(=O)N1CCC2(CC1)NCCc1[nH]cnc12,-6,i,3
CCCN(Cc1nc(-c2ccc(Cl)cc2)no1)CC1CCCO1 (centres undefined),-11,i,3
COc1cccc(/C=N/n2c(-c3cc(C)[nH]n3)n[nH]c2=S)c1O,-1,i,18
CCOC(=O)c1ccccc1NC(=O)COC(=O)CCNS(=O)(=O)c1ccccc1,-18,i,8
NS(=O)(=O)c1ccc(CCNC(=O)c2cc(-c3cc(Cl)ccc3O)n[nH]2)cc1,-9,i,3
O=C(O)C1CCCCN1S(=O)(=O)c1cccc2nsnc12 (centres undefined),-6,i,23
COc1ccc(C(=O)CCC(=O)NCCc2c[nH]c3ccccc23)cc1OC,-2,i,26
CN(Cc1cccc(Cl)c1)C(=O)C1CSC2(C)CCC(=O)N12 (centres undefined),-12,i,19
Cc1ccc(S(=O)(=O)N(C)C[C@@H]2Oc3ccc(NC(=O)Nc4cccc5ccccc45)cc3C(=O)N([C@H](C)CO)C[C@H]2C)cc1,-1,x,2
COc1cccc(-n2c(SCC(=O)N3CCOCC3)nc3c([nH]c4ccccc43)c2=O)c1,-22,i,3
COC(=O)C(Cc1ccc(O)cc1)NC(=O)CCOc1ccc(OC)cc1 (centres undefined),-1,i,0
O=C(NCc1cccs1)C1CCCN1C(=O)NC1CCCCC1 (centres undefined),-18,i,-11
COc1ccc(N2CCN(C(=O)COC(=O)CCc3ccccc3OC)CC2)cc1,-16,i,14
CCOC(=O)c1c(S(=O)(=O)NCc2ccc(OC)cc2)c(C)n(C)c1C,-13,i,11
COc1ccc(N2CCN(C(=O)CN3C(=O)NC(c4ccc(OC)cc4)(c4ccc(OC)cc4)C3=O)CC2)cc1,-6,i,6
COCc1cc(=O)n2[nH]c(-c3ccccc3)cc2n1,-9,i,5
COc1ccc2c(c1)OC[C@H]1[C@H]2N2C(=O)c3ccc(C)cc3NC(=O)[C@@]2(C)[C@H]1c1ccccc1,-7,x,13
O=c1[nH]cc(C(F)(F)F)cc1NS(=O)(=O)c1ccccc1[N+](=O)[O-],4,i,16
O=C(Nc1ccccc1NC(=O)c1ccco1)c1ccco1,-10,i,3
Nc1ncnc2nc(SCc3ccc(Cl)cc3Cl)[nH]c12,-5,i,38
Cc1ccc(-n2c(Cc3cccn3C)nnc2SCC(=O)NCc2ccco2)cc1,-13,i,9
Cc1ccc(-n2c(C)cn(C(=O)c3ccccc3)c2=S)cc1,-17,i,8
Cc1cc(NC(=O)c2ccc3c(c2)C(=O)N(CC(C)C)C3=O)no1,-12,i,3
COCCCn1c(C(=O)NCCN2CCOCC2)cc2c(=O)n3cccc(C)c3nc21,-27,i,41
CCN(C(=O)COC(=O)Cc1cccc2ccccc12)C1CCS(=O)(=O)C1 (centres undefined),-14,x,3
Cc1cc(C)n(CC(=O)N/N=C/c2ccc(C)o2)n1,-1,i,13
COc1ccc(C(=O)NC2(C(F)(F)F)C(=O)N(Cc3ccco3)C3=C2C(=O)CC(C)(C)C3)cc1OC (centres undefined),-27,i,16
O=C(COC(=O)/C=C/c1cccc(Cl)c1)NCc1cccs1,-22,x,6

# Four compounds from above, arranged by formula weight, high to low.
SMILES,OX1R antag-1,CHT allo act,OX1R antag-2
COc1ccc(N2CCN(C(=O)CN3C(=O)NC(c4ccc(OC)cc4)(c4ccc(OC)cc4)C3=O)CC2)cc1,-6,i,6
Cc1ccc(-n2c(Cc3cccn3C)nnc2SCC(=O)NCc2ccco2)cc1,-13,i,9
Cc1cc(NC(=O)c2ccc3c(c2)C(=O)N(CC(C)C)C3=O)no1,-12,i,3
Cc1cc(C)n(CC(=O)N/N=C/c2ccc(C)o2)n1,-1,i,13

# Three entries out of the list above, ordered by the value under OX1R antag-2, descending.
structure	OX1R antag-1	OX1R antag-2
O=c1[nH]cc(C(F)(F)F)cc1NS(=O)(=O)c1ccccc1[N+](=O)[O-]	4	16
Cc1cc(C)n(CC(=O)N/N=C/c2ccc(C)o2)n1	-1	13
O=C(COC(=O)/C=C/c1cccc(Cl)c1)NCc1cccs1	-22	6

# Going on with the list:
SMILES,OX1R antag-1,CHT allo act,OX1R antag-2
COc1ccc(-n2c(=S)[nH]c3cc(C(=O)NCCCN4CCCC4=O)ccc3c2=O)cc1,-8,i,3
Cc1ccc(CCNC(=O)CC2Oc3ccc(C)cc3NC2=O)cc1 (centres undefined),-17,i,13
COc1ccccc1N1CCN(C(=O)C2CCN(S(=O)(=O)c3ccccc3F)CC2)CC1,-5,x,12
COC(=O)C1(C(=O)OC)Sc2ccccc2C1=O,1,i,0
CC(C)CC(NS(=O)(=O)c1ccc2c(c1)oc(=O)n2C)C(=O)N1CC=C(c2ccccc2)CC1 (centres undefined),-18,i,26
CSCCC(NC(=O)c1ccccc1Cl)C(=O)NNC(=O)c1ccncc1 (centres undefined),-13,i,22
COc1ccc(Br)cc1CN(C)CC(=O)Nc1c(Cl)ccc(C)c1Cl,-42,i,25
O=C(NCc1ccccn1)c1cc(-c2ccccc2)nc2ccccc12,-27,i,22
Cc1nn(-c2ccccc2)c2c1/C(=N/O)CC(C)(C)C2,-18,i,5
O=C(Cn1nc(C(F)(F)F)c2c1CCCC2)NCc1ccco1,-15,i,12
O=C(Nc1ccc(-c2nc3ccccc3s2)cc1)c1cc(-n2cnnc2)ccc1Cl,14,i,31
CC(=O)c1ccc(NC(=O)CN2CCN(S(=O)(=O)c3ccc4ccccc4c3)CC2)cc1,-24,x,6
Cc1cccc(NC(=O)c2sc3nc(N)c(C#N)cc3c2N)c1,-11,i,12
COc1cccc(-c2noc(CCC(=O)N3CCN(c4cc(C)ccc4C)CC3)n2)c1,-7,x,13
O=C(O)/C=C/C(=O)Nc1ccc(S(=O)(=O)Nc2nccs2)cc1,0,i,21

# Overlap with the part before: 7 entries, then new ones.
SMILES,OX1R antag-1,CHT allo act,OX1R antag-2
Cc1nn(-c2ccccc2)c2c1/C(=N/O)CC(C)(C)C2,-18,i,5
O=C(Cn1nc(C(F)(F)F)c2c1CCCC2)NCc1ccco1,-15,i,12
O=C(Nc1ccc(-c2nc3ccccc3s2)cc1)c1cc(-n2cnnc2)ccc1Cl,14,i,31
CC(=O)c1ccc(NC(=O)CN2CCN(S(=O)(=O)c3ccc4ccccc4c3)CC2)cc1,-24,x,6
Cc1cccc(NC(=O)c2sc3nc(N)c(C#N)cc3c2N)c1,-11,i,12
COc1cccc(-c2noc(CCC(=O)N3CCN(c4cc(C)ccc4C)CC3)n2)c1,-7,x,13
O=C(O)/C=C/C(=O)Nc1ccc(S(=O)(=O)Nc2nccs2)cc1,0,i,21
Cn1c(=N)n(CC(=O)c2cccs2)c2ccccc21,10,i,28
COc1cc(NC(=O)NNC(=O)c2cc3occc3n2C)cc(OC)c1OC,-17,i,5
CCCN(CCC)CCCNC(=O)c1cc2c(=O)[nH]c3ccccc3c2s1,-24,i,9
CC1(C)C(c2ccco2)=[N+]([O-])C2(CCCCC2=O)N1O (centres undefined),-8,i,3
COc1ccc(NC2=NC3(CCCCC3)N=C(N)N2)cc1,-6,i,8
CC(Sc1nc(C2CC2)n(-c2ccccc2)n1)C(=O)c1c(N)n(C)c(=O)n(C)c1=O (centres undefined),-25,i,20
Fc1ccccc1CN1CCCN(C(=S)Nc2cccc(Cl)c2)C1,6,i,27
CCOC(=O)c1sc(C)c2c1NC(C)(c1cccc3ccccc13)NC2=O (centres undefined),-50,i,19
Cc1cc(C)c[n+](-c2nc3ccccc3nc2C(=C=[N-])C#N)c1,3&-7,i,84*!
Cn1nc(C(=O)NNc2c(F)c(F)cc(F)c2F)c2ccccc2c1=O,-30,i,12
CCc1ccc(N(CC)C(=O)c2cn(C)c(=O)c3ccccc23)cc1,-15,i,1
CCN(CC)CCC(O)(c1ccccc1)C1CCCCC1 (centres undefined),-13,i,0
Cc1cccc(NC(=O)c2oc3c(c2C)C(=O)CC(C)(C)C3)n1,-19,i,15
COCCN=c1scc(-c2cc(OC)ccc2OC)n1/N=C/c1c[nH]c2ccccc12,31,i,42
O=C(CSc1nc2ccccc2c(=O)n1CCC(=O)N1CCN(c2ccccc2)CC1)NCC1CCCO1 (centres undefined),-26,i,2
CCCCN(C(=O)c1ccccc1OCc1ccc(F)cc1)c1c(N)n(CC(C)C)c(=O)[nH]c1=O,-23,i,18
COc1ccc(OCCOC(=O)Nc2ccccc2)cc1,-6,i,10
O=C1C=C(NC2CCCC2)CC(c2ccccc2)C1 (centres undefined),-23,i,28
COc1ccc2c(C)c(C(=O)O)oc2c1,-9,i,15
COc1cccc(Nc2ccc(N3CCCCC3)cc2)c1OC,-28,x,15
COc1ccc(S(=O)(=O)N2CCCC(C(=O)NCc3ccc(F)cc3)C2)cc1 (centres undefined),-36,i,18
CCN(C(=O)CSc1nc2cc(C(F)(F)F)ccc2n1Cc1ccccc1)C1CCS(=O)(=O)C1 (centres undefined),-23,i,8
O=C(COC(=O)C1CC(=O)N(c2nc(-c3ccccc3)cs2)C1)c1ccccc1 (centres undefined),5,i,14
O=C(c1cnn2c(C(F)F)cc(C3CC3)nc12)N1CCCC1,-12,i,-4
O=C(c1ccc(OC2CCN(CCc3ccccc3)CC2)cc1)N1CCCC(CCCO)C1 (centres undefined),-23,i,2
COc1ccccc1-c1coc2c(CN3CCOCC3)c(O)ccc2c1=O,-20,i,13
CC(C)(C)Nc1c2ccccc2nc2ccccc12,-15,i,19
CCC(C)[C@H](NC(=O)NC1CCN(Cc2ccccc2)CC1)C(=O)OC (some centres undefined),-1,i,9
CCOC(=O)C1(P(=O)(c2ccccc2)c2ccccc2)CCC1,-15,i,27
O=C([C@@H]1CC=C[C@@H]2CCN(C3CCCCC3)C(=O)[C@@H]21)N1CCN(c2ccccc2)CC1,-32,i,17
Cc1ccc(NC(=O)COC(=O)C2COc3ccccc3O2)cc1 (centres undefined),-1,x,-1
O=C(c1ccccc1)N1CCN(C2C3CC4CC(C3)CC2C4)CC1 (centres undefined),-6,i,16
N#Cc1ccc(N2C(=O)[C@@H]3C(C(=O)c4ccc5ccccc5n4)=NN[C@@H]3C2=O)cc1,-10,i,36
COc1ccccc1NC(=O)N1CCC(NC(=O)C(Cc2ccccc2F)NC(C)=O)CC1 (centres undefined),-3,i,15
CCN(CC)S(=O)(=O)c1cccc(-c2n[nH]c(=S)n2/N=C/c2ccc(C(=O)OC)cc2)c1,-14,i,11
COc1ccc(Cl)cc1NC(=O)Cn1c(=O)oc2ccccc21,-14,i,3
CN=c1scc(-c2cc(OC)ccc2OC)n1/N=C/c1c(C)[nH]c2ccccc12,4,i,26
CCn1nc(NC(=O)COC)c2cc3cccc(C)c3nc21,-28,i,7
COc1ccc(N2CCN(S(=O)(=O)c3ccc(Cl)s3)CC2)cc1,-6,i,0
CCn1c(SCC(=O)N2CCCCC2)nc2c1c(=O)n(C)c(=O)n2C,-21,i,23
CC(C)(C)c1ccc(-c2ccc3c(c2)S(=O)(=O)c2ccccc2C3=O)cc1,-7,i,20
COc1ccc(OCCCC(=O)Nc2ccc3c(c2)OCO3)cc1,-17,i,28
Cc1cc(NC(=O)/C=C/c2cccc(F)c2)n(-c2nc3ccccc3[nH]2)n1,-32,i,3
